Assay outcomes (PubChem)
Runt-CBFb FRET = blocks binding of human RUNX1 Runt domain to CBFb | Q01196+Q13951 | Cerulean-Runt/Venus-CBFb FRET ratio 530/480, 1 h | inhibition, % at 20 µM | 220,000 tested, 0.46% active | AID 1496;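 active means inhibition over about 50% at 20 µM in the single-dose screen, limit read from the data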;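 further: 0% = DMSO wells and 100% = excess unlabeled CBFb competitor control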
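Schedule: protein complex preformed 1 h, compound exposure 1 h, room temperature, dark; test system: Cerulean-labeled Runt domain protein; amount: 100 nM per protein; buffer or medium: Tris 50 mM pH 7.5, KCl, K2SO4, 0.01% BSA; read-out: loss of energy transfer signal; detection: FRET fluorescence; controls: 5 µM unlabeled CBFb as full-inhibition high control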
KLK5 inh = kallikrein 5 (human) inhibition. Q9Y337. recombinant hK5, fluorogenic AMC substrate cleavage. inhibition, % at 5 µM. 210,000 tested, 0.59% active. AID 873;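 active means inhibition of 40% or more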;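 further: 0% = enzyme controls without compound and 100% = no-enzyme blanks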
Target sequence (Q9Y337 67-293 limits assumed): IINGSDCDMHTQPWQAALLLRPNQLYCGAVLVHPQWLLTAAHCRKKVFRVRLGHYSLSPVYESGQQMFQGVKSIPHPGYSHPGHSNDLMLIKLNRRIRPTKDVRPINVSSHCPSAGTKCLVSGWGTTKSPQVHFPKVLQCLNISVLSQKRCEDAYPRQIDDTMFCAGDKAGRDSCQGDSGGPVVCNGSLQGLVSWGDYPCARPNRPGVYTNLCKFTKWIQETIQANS
FXIIa inh = factor XIIa (human) inhibition; purified FXIIa, Boc-QGR-AMC fluorogenic substrate, 2 h; inhibition, % at 5 µM; 220,000 tested, 0.3% active; in the data active means inhibition above about 40%;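 further: 0% = enzyme with no compound and 100% = blank without enzyme; many of its hits are not listed in these tables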
FXIa inh = inhibitors of human coagulation factor XIa; purified FXIa, Boc-Glu-Ala-Arg-AMC fluorogenic substrate; AID 798; inhibition, % at 5 µM; 220,000 tested, 0.14% active; P03951;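 active means inhibition of at least 40%; inactive means inhibition below 40%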;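 further: fluorescence of freed AMC excited at 355 nm; 0% = enzyme without compound and 100% = no enzyme blank; many of its hits are not listed in these tables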
14-3-3 Bad inh = disrupts binding of bovine 14-3-3 zeta to phospho-Bad peptide | P63103 | TR-FRET 14-3-3zeta/Dy647-pBad peptide displacement, 1 h | inhibition, % at 21.7 µM | 220,000 tested, 0.71% active | AID 781;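 active means inhibition above about 70%, limit read from the data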;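 further: 0% = full 14-3-3 plus peptide FRET controls and 100% = background without 14-3-3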
Target sequence (P63103 whole entry, looked up): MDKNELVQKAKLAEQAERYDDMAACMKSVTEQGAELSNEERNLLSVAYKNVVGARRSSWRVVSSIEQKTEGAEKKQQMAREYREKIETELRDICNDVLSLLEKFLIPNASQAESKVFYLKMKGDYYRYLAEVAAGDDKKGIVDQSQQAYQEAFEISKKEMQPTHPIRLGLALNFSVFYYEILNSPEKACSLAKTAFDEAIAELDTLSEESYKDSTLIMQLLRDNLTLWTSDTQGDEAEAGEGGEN
Wee1 degr inh = blocks degradation of human Wee1 kinase; P30291; HeLa Luc-Wee1K328M stability, luciferase luminescence; 100% = proteasome inhibitor MG132 effect; reporter increase, % at 5 µM; 220,000 tested, 1.2% active; AID 1321;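 active means activation above the mean of all tested compounds plus 3 SD, set per screening run, cut at about 8.8% in these data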;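 further: cells exposed to compound for 20 h before luminescence read; 0% = DMSO alone and 100% = MG132 at 30 µM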
Target sequence (P30291 whole entry K328M): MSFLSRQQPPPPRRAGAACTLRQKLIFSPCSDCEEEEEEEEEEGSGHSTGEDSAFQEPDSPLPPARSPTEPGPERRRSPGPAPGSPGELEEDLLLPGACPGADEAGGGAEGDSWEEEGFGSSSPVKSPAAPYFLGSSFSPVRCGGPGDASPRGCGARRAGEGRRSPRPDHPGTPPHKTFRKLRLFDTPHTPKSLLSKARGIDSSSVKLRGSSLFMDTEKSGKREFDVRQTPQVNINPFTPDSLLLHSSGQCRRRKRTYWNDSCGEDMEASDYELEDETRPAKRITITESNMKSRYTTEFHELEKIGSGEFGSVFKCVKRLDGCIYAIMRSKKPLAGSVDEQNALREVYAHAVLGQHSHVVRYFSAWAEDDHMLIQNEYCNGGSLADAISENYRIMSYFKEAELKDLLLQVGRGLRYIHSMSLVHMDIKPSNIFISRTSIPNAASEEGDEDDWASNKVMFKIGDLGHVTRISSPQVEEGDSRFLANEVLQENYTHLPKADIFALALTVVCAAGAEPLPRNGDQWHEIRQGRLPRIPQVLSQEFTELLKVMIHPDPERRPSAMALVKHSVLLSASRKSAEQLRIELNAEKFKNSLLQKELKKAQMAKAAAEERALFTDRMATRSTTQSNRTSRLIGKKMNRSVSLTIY
Hck-Nef inh = inhibitors of human Hck kinase activated by Nef; P08631; Recombinant Hck-YEEI plus Nef, Z-Lyte FRET kinase assay; inhibition, % at 20 µM; 220,000 tested, 0.68% active; AID 463187;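 active means Hck-Nef kinase inhibition above about 50%, limit read from the data; inactive means inhibition below that limit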;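 further: 0% = DMSO with Hck plus Nef and 100% = Hck alone without Nef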
thrombin 1536 = thrombin (human) inhibition | P00734 | alpha-thrombin, Boc-VPR-AMC fluorogenic substrate cleavage | inhibition, % at 5 µM | 220,000 tested, 0.26% active;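 active means inhibition at or above 40%; inactive means inhibition below 40%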;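 further: 0% = enzyme with no compound and 100% = wells without enzyme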
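Assay system: human alpha-thrombin enzyme. Reagent: Boc-VPR-AMC substrate, 15 µM final. Compound dosing: one concentration per compound, 5 µM, with 0.2% DMSO. Incubation: room-temperature reaction. Technique: AMC fluorescence, 355/460 nm. Measure: % inhibition relative to enzyme controls and enzyme-free blanks.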
Runt-SMMHC FRET = inhibitors of human RUNX1 Runt domain binding to CBFb-SMMHC. Q01196+Q13951. Cerulean-Runt/Venus-CBFb-SMMHC FRET ratio 530/480, 1 h. inhibition, % at 20 µM. 220,000 tested, 0.74% active;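 active means mean inhibition across duplicate retests at 20 µM reaching about 50%, limit read from the data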;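 further: 0% = DMSO wells and 100% = wells with excess untagged CBFb-SMMHC; inhibitors lower the FRET ratio by blocking Runt binding to CBFb-SMMHC; some results filed as inactive read as strong as hits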
Starred values were filed as active, the others as inactive; / = not tested or not shown; [ ] = remark or other dose.

SMILES	Runt-CBFb FRET	KLK5 inh	FXIIa inh	FXIa inh	14-3-3 Bad inh	Wee1 degr inh	Hck-Nef inh	thrombin 1536	Runt-SMMHC FRET
Cn1c(SCC(=O)CC(=O)Nc2ccccc2)nnc1-c1ccc(O)cc1	0	-7	10	10	3	-1	-5	0	3
CSc1oc(-c2ccc(F)cc2)nc1S(=O)(=O)c1ccccc1	1	-6	5	1	9	5	14	-4	0
Cc1cc(C(=O)NCc2cccs2)ccc1[N+](=O)[O-]	-1	-20	12	4	-6	-1	1	-2	2
COc1ccccc1N1CCN(C(=O)c2cc(-c3cccs3)on2)CC1	-2	-3	4	3	4	3	-11	-4	2
Cc1ccc2nc(C)c(C)nc2c1N	3	4	5	-3	8	-3	-2	0	3
CC(C)C(NC(=O)c1ccccc1)C(=O)OCc1cc([N+](=O)[O-])cc2c1OCOC2 (stereo not given)	-1	-6	8	4	7	3	2	-5	0
COc1cc(/C=C/c2ccc(O)cc2)cc(OC)c1	-2	/	/	/	0	-1	/	/	-2
O=C1c2ccccc2C(=O)N1CCCc1nc(-c2ccc(Cl)cc2)no1	-1	-2	5	-3	4	3	16	0	-2
COC(=O)c1ccc(NC(=S)NC(=O)c2cc(-c3ccccc3)nc3ccccc23)cc1	3	-6	14	-1	-5	1	6	-5	2
O=C(NCc1cccnc1)C(=O)NCC(c1ccco1)N1CCN(c2ccccc2F)CC1 (stereo not given)	-1	-17	13	2	-25	-1	2	-9	-4
CCOC(=O)c1[nH]c2ccccc2c1NC(C)=O	2	1	11	1	-9	/	31	-4	-2
O=C(CSC1=NCCS1)N1CCN(c2ccccc2)CC1	0	-21	3	-1	4	-1	-8	-1	-5
CCOC(=O)C1CCN(Cc2c(O)c3ccccc3oc2=O)CC1	0	-1	11	-1	-2	3	3	1	-1
O=Cc1cc2ccccc2nc1SCc1ccc(Cl)c(Cl)c1	-2	23	4	-8	7	3	-1	-3	-12
O=C(O)c1ccc(N/N=C/c2ccc3nccnc3c2)cc1	-5	14	2	-1	-3	-4	-7	-6	-20
CN(C)c1nc(NCc2ccccc2)nc(N/N=C/c2ccc(Br)cc2)n1	1	-6	4	-2	-20	-3	-13	7	0
COc1cc(/C=C(/C#N)C(=O)Nc2ccc(C)cc2)ccc1Oc1nc(Cl)ncc1F	2	-1	7	11	7[fluorescence artefact?]	3	-3	4	1
O=C(COC(=O)c1cnccn1)c1ccc(Br)cc1	0	-10	2	-13	-1	1	0	-9	0
COc1ccc(-c2nn(C)c(=O)c3ccccc23)cc1CNC(=O)C1CCCCC1	-5	1	3	4	8	0	0	71*	-4
Brc1ccc(CSc2nnc3ccccn23)cc1	0	8	7	14	-10	-2	23	/	-2
CCn1nnc(-c2ccccc2NC(=O)c2cc(OC)c(OC)c(OC)c2)n1	0	7	17	6	-7	0	6	2	2
CCOc1ccc2cc(S(=O)(=O)N3CCOCC3)ccc2c1	0	6	2	2	1	2	3	-5	-2
COc1ccc(OC)c(C2C(C(C)=O)=C(O)C(=O)N2c2ccc(F)cc2)c1 (stereo not given)	0	-19	13	-1	1	2	-6	1	4
Cc1nnc(NCCO)c2ccccc12	-1	5	14	6	10	2	-1	0	-2
O=S(=O)(c1cccc(-c2csc(-c3cccnc3)n2)c1)N1CCCCC1	-10	-26	2	-4	-1	-3	0	-3	-5

The list continues:
SMILES	Runt-CBFb FRET	KLK5 inh	FXIIa inh	FXIa inh	14-3-3 Bad inh	Wee1 degr inh	Hck-Nef inh	thrombin 1536	Runt-SMMHC FRET
CS(=O)(=O)N(Cc1ccc(C(=O)Nc2ccccc2Sc2ccccc2)cc1)c1ccccc1	-3	-23	10	2	0[fluorescence artefact?]	0	0	0	0
CC(=O)c1c(C)[nH]c(C(=O)Nc2c(C)n(C)n(-c3ccccc3)c2=O)c1C	2	-9	5	1	-5	3	0	-4	3
CCOC(=O)C1C2C=CC3(CN(Cc4ccco4)C(=O)C13)O2 (stereo not given)	1	0	17	6	3	5	-1	2	-2
C[C@@H]1C(=O)O[C@@H]2CC34[C@H]5C[C@@H](C(C)(C)C)C36[C@H](OC(=O)[C@@H]6O)OC4(C(=O)O5)[C@@]12O (stereo not given in full)	-1	-5	16	4	-9	3	-2	6	1
Cc1ccc(C(=O)NCCCN2CCOCC2)o1	-1	28	11	17	-9[fluorescence artefact?]	-1	0	25	0
Cc1nccn1S(=O)(=O)c1cc([N+](=O)[O-])ccc1Cl	1	-17	2	1	-9	-5	6	-11	-1
O=c1nccc(SCc2ccc(Cl)cc2Cl)[nH]1	0	-2	3	-2	-1	0	31	-3	2
O=C1Nc2ccccc2/C1=C\c1cccn1-c1ccc(OC(F)(F)F)cc1	-8	4	5	4	-24[fluorescence artefact?]	1	1	1	-14
CC(C)(C)C(=O)NC(=O)Nc1ccccc1C(F)(F)F	1	-2	2	1	-2	-2	0	-10	-1
CC(O)(C#CCN1CCCC1)c1ccccc1 (stereo not given)	0	0	8	-4	2[fluorescence artefact?]	-4	0	1	-1
Cc1cc2cc(CNC(=S)Nc3ccc(OC(F)F)cc3)ccc2[nH]1	-1	-6	9	5	-4	7	-1	-1	0
COc1ccc(NC(=O)O/N=C2/CCCc3ccc(OC)cc32)cc1	0	-1	7	-5	8	-2	0	-9	-1
COC(=O)NC1CSCC1OC(=O)c1ccc(Br)cc1 (stereo not given)	-2	-16	0	8	0	1	0	5	-1
COc1ccc2c(c1)-c1c(ssc1=S)C(C)(C)N2C(=O)CSC1=NCCS1	0	-14	9	3	-5	-2	1	4	-1
C=CCNC(=O)c1c(C(F)(F)F)nn(C)c1Cl	0	-4	3	-6	-8	-2	13	-8	-2
CCN(CC)S(=O)(=O)c1ccc(C(=O)NCCCN=C2NS(=O)(=O)c3ccccc32)cc1	-4	-16	-1	-4	-4	0	3	-9	-3
O=C(O)c1ccccc1Sc1ncnc2sccc12	1	-7	5	-1	6	1	-1	-4	-4
Cc1cccc(C)c1NCc1nnc(SCC(=O)Nc2nc(-c3ccccc3)cs2)n1-c1ccccc1	0	-13	4	0	-10	-3	1	-6	1
Cc1cc(-c2ccccc2)nc(N(C)C)c1S(C)(=O)=O	1	-20	-2	-4	-4	-1	-1	3	-7
CCN(CC)CCCN=C(N)N	2	1	14	2	-11	0	11	6	-1
O=C(Nc1ccc2c(c1)OCCO2)c1ccc(Cl)c(S(=O)(=O)N2CCOCC2)c1	0	-10	7	1	2	-1	5	3	0
COCCNC(=O)CSc1nc2cc(OC)c(OC)cc2c(=O)n1CCc1ccc(S(N)(=O)=O)cc1	-3	22	24	10	16	0	13	15	-1
COC(=O)C1=C(C(=O)c2ccccc2)C(c2cccs2)n2nnnc2N1 (stereo not given)	-18	-1	6	-3	5	2	-3	-8	-33
COc1ccccc1CN1C[C@@H]2C[C@@H](c3cccc(O)c3)N3CCC[C@@]23C1=O	3	0	8	3	-6	0	3	-3	-1
Cc1nc(C(=O)NNC(=O)Nc2ccccc2)cs1	1	3	4	4	2	6	12	1	-2

The last 3 compounds of the part above open the next one.
SMILES	Runt-CBFb FRET	KLK5 inh	FXIIa inh	FXIa inh	14-3-3 Bad inh	Wee1 degr inh	Hck-Nef inh	thrombin 1536	Runt-SMMHC FRET
COC(=O)C1=C(C(=O)c2ccccc2)C(c2cccs2)n2nnnc2N1 (stereo not given)	-18	-1	6	-3	5	2	-3	-8	-33
COc1ccccc1CN1C[C@@H]2C[C@@H](c3cccc(O)c3)N3CCC[C@@]23C1=O	3	0	8	3	-6	0	3	-3	-1
Cc1nc(C(=O)NNC(=O)Nc2ccccc2)cs1	1	3	4	4	2	6	12	1	-2
CC(=O)Nc1cc(NC(C)=O)cc(C(=O)NC(C)(C)C)c1	1	3	15	4	-7	0	0	3	0
O=C(COC(=O)c1ccc[nH]c1=O)Nc1cc(S(=O)(=O)N2CCCCC2)ccc1Cl	0	/	12	4	3	4	5	1	1
COc1ccc(NC(=O)CSc2ncn[nH]2)c([N+](=O)[O-])c1	0	-17	10	2	1	-1	-2	-4	1
N#CC1=C(N)N2C(=C(C#N)C1c1ccccc1)Sc1ccccc12 (stereo not given)	-60	3	12	-2	-14[fluorescence artefact?]	-1	2	-4	-69
O=C(N/C(=C\c1ccc(Br)cc1)c1nc2ccccc2[nH]1)c1ccco1	-1	-13	14	6	-7	-2	2	2	1
O=C(C(Cc1ccccc1)n1cccc1)N1CCc2ccccc21 (stereo not given)	0	-21	4	0	-4	2	-2	-8	-4
O=C1CCC/C(=N/Nc2ccc(Cl)cc2)C1	1	-7	4	-3	-11	-2	21	-12	-5
COC(=O)c1cc(=O)[nH]c(SCc2cccc(C)c2)n1	0	-9	14	6	6	0	-3	1	0
COc1ccc(C2/C(=C(/O)c3ccc(Cl)cc3)C(=O)C(=O)N2CCN2CCOCC2)c(OC)c1 (stereo not given)	1	-58	20	5	11	2	0	5	1
COC(=O)c1cc(NC(=S)N2CCN(C(=O)C3CCCO3)CC2)cc(C(=O)OC)c1 (stereo not given)	0	12	9	0	3	-1	2	-3	1
Cc1ccc(Cn2ccc(-c3cnc(-c4ccccc4)s3)n2)cc1	0	-5	-8	-37	16	-3	-3	-7	1
NC1=NC(=Nc2cccc(Cl)c2)c2ccccc21	-2	-10	6	-1	-7	0	4	-2	-1
Cc1ccc(CNc2ccc3c(c2)OCO3)cc1	-33	-12	14	0	38	0	-5	5	-42
CCN1CCN(C(=O)CN(C)S(=O)(=O)c2ccc(Cl)cc2)CC1	4	-27	6	-5	-4	1	4	-8	0
COc1ccc(NC(=O)[C@@H](NC(=O)c2ccccc2F)C(C)C)cc1S(=O)(=O)N1CCOCC1	-1	-1	7	2	-14	-2	14	/	1
CC(=O)C1=C(O)C(=O)N(c2cccc(C(=O)O)c2)C1c1ccccc1F (stereo not given)	4	-6	0	1	3[fluorescence artefact?]	-2	0	-7	1
Cc1cccc(OCC(=O)NCC(=O)n2nc(C)cc2C)c1	0	-19	12	-6	-3	0	0	-2	4
CCC(=O)c1ccc(O)c(OC)c1	1	0	9	0	4	1	14	-12	0
COc1cc2c(cc1OC)-c1nncn1C(C)(C)C2	-2	0	11	-3	9[fluorescence artefact?]	2	1	2	-2
COc1ccc(/C(N)=N/OC(=O)CCCc2ccccc2)cc1OC	-10	-58	15	9	-12[fluorescence artefact?]	-1	6	-4	3
Cc1ccc(N(C(=O)Cn2nnc(-c3ccc(F)cc3)n2)C(C(=O)NC(C)(C)C)c2ccncc2)cc1 (stereo not given)	-3	-4	2	-3	-5	-1	19	-11	-1
COc1ccccc1N1CCN(C(=O)/C=C/c2ccco2)CC1	10	-11	2	1	9	-2	12	-4	-2
CC12CN(NC(=O)c3ccc(Cl)cc3)C3(C#N)CC1CCC23C (stereo not given)	-1	78*	16	27	10	-1	-16	25	3

Exported bar-delimited: part of the list above.
Compound | Runt-CBFb FRET | KLK5 inh | FXIIa inh | FXIa inh | 14-3-3 Bad inh | Wee1 degr inh | Hck-Nef inh | thrombin 1536 | Runt-SMMHC FRET
COc1ccc(NC(=O)[C@@H](NC(=O)c2ccccc2F)C(C)C)cc1S(=O)(=O)N1CCOCC1 | -1 | -1 | 7 | 2 | -14 | -2 | 14 | / | 1
CC(=O)C1=C(O)C(=O)N(c2cccc(C(=O)O)c2)C1c1ccccc1F (stereo not given) | 4 | -6 | 0 | 1 | 3[fluorescence artefact?] | -2 | 0 | -7 | 1
